SIAE primary: human SIAE inhibitors, primary screen, biochemical, fluorescence polarization, FP-Rh probe, 1536-well HTS | Sialate O-acetylesterase (Homo sapiens), Q9HAT2 | SIAE FP-Rh probe binding | inhibition, % at 9.66 µM | 0.69% of 370,000 active;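 active means inhibition above a cutoff: mean of compounds within the control limits plus 3 SD of those, cut at about 17% in these data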;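 further: 0% = plate median of compound wells and 100% = probe without SIAE protein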
LEDGF integ inh: blockers of LEDGF/p75-dependent integrase strand transfer – biochemical, TR-FRET, high throughput, primary screen; 0.64% of 370,000 active; HIV-1 integrase (with human LEDGF/p75); TR-FRET IN-LEDGF/p75 DNA integration, Eu/Cy5; inhibition, % at 3.7 µM;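 active means inhibition above the screen-wide mean plus 3 SD, cut at about 13% in these data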;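 further: signal is the Cy5 over europium emission ratio at 671 and 618 nm; 0% = plate median of compound wells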
rCAG RNA binder: binders of r(CAG) RNA repeats, primary screen, biochemical, fluorescence. r(CAG) RNA repeat, TO-PRO-1 dye displacement fluorescence. inhibition, % at 3 µM. 1.3% of 370,000 active;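 active means inhibition above the plate cutoff, the mean of all test compounds on that plate plus 3 SD, cut at about 35% in these data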;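 further: 0% = DMSO alone and 100% = 100 µM mitoxantrone as full dye displacement; higher means more dye released from RNA so lower well fluorescence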
MBD2 inh: inhibitors of MBD2 binding to methylated DNA, primary screen, biochemical, TR-FRET, DNA-binding domain, human. MBD2 binding to methylated oligonucleotide. inhibition, % at 4.4 µM. 0.31% of 370,000 active; in the data active means inhibition above about 13%
TCR-CD3 inh: inhibitors of human TCR-CD3 interaction, primary screen, biochemical, fluorescence, TAMRA-labeled TCR probe; T-cell receptor (TCR); inhibition, % at 9.4 µM; 0.37% of 360,000 active; in the data active means inhibition above about 19%;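 further: recombinant mutant TCR 2C K166C tagged with TAMRA read by polarization; 0% = receptor in buffer alone and 100% = receptor with positive control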
HTRA1 inhibitor: HTRA1 serine protease inhibitors, primary screen, biochemical, fluorescence polarization, HTS | recombinant HTRA1, FP-rhodamine activity-based probe | inhibition, % at 5.96 µM | 0.5% of 340,000 active | AID 504803, 2011; in the data active means inhibition above about 36%;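 further: 0% = enzyme with DMSO and 100% = wells lacking enzyme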
Target sequence (Q92743 whole entry, looked up): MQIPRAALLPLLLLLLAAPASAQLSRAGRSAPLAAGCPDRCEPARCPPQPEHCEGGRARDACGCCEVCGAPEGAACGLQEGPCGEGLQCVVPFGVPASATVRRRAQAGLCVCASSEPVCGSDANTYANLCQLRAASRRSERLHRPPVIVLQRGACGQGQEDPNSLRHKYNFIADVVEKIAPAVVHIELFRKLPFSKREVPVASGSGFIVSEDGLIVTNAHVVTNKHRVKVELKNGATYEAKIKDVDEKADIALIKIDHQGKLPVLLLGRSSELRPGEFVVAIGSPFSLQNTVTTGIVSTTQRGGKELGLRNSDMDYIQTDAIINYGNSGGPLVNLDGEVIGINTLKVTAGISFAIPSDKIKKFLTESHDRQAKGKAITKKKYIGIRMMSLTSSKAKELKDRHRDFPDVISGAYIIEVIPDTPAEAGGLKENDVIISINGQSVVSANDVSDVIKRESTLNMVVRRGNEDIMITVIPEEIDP
PRMT1 FP inh: PRMT1 methyltransferase inhibitors, primary screen, biochemical, fluorescence polarization; Protein arginine N-methyltransferase 1 (Homo sapiens), Q99873; AID 652257, 2013; recombinant PRMT1, activity-based probe fluorescence polarization; 1.3% of 370,000 active; inhibition, % at 2.79 µM;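 active means inhibition above about 21% made by adding two undisclosed values, limit read from the data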
TDP2 inh: human TDP2 enzyme inhibitors, primary screen, biochemical, epi absorbance, recombinant enzyme; Tyrosyl-DNA phosphodiesterase 2 (Homo sapiens), O95551; T5PNP hydrolysis, p-nitrophenol absorbance 415 nm; inhibition, % at 12.8 µM; 0.34% of 370,000 active; AID 720702, 2013;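 active means inhibition above the mean of all tested compounds plus 3 SD, set per campaign, cut at about 25% in these data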;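 further: 0% = DMSO with enzyme and 100% = buffer with substrate but no TDP2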
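Read-out basis: percent inhibition. System: recombinant human TDP2. Buffer or medium: Mg2+-containing Tris-HCl buffer, pH 7.5. Repeats: single replicate. Timing: reaction 2 h, 37 °C. Benchmarks: high control without enzyme, low control DMSO plus TDP2. Probe or stimulus: 5 mM T5PNP. Doses: 12.8 µM only. Measured by: epi absorbance of p-nitrophenol freed from T5PNP by hydrolysis.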
NPR2 activator: human GC-B receptor activators, primary screen, HEK293 GC-B cells, cGMP TR-FRET, EC30 CNP. 0.11% of 370,000 active. 0% at EC30 CNP, 100% saturating CNP. Atrial natriuretic peptide receptor 2 (Homo sapiens), P20594. activation, % at 10 µM;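 active means activation at 10 µM reaching about 35% in either raw or pattern-adjusted values, limit read from the data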
ABHD4 inh: ABHD4 inhibitors, primary screen, biochemical, fluorescence polarization, mouse. inhibition, % at 8.92 µM. (Lyso)-N-acylphosphatidylethanolamine lipase (Mus musculus), Q8VD66. 0.54% of 370,000 active. purified mABHD4, FP-Rh probe fluorescence polarization;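 active means inhibition exceeding the mean over every tested compound plus 3 SD, cut at about 30% in these data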;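 further: 0% = plate median of compound wells and 100% = S159A mutant with DMSO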
Target sequence (Q8VD66 whole entry, looked up): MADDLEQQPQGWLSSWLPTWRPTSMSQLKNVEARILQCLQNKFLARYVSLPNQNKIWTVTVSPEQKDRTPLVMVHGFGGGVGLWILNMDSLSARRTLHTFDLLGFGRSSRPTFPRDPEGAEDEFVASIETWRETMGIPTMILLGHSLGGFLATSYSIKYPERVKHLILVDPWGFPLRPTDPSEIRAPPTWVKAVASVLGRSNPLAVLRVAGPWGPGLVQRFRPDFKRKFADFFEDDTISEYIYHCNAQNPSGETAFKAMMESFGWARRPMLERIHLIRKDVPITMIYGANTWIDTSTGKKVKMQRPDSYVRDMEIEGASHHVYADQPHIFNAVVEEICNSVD
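Assay system: wild-type mouse ABHD4 protein; compound: single nominal dose of 8.92 µM, 0.89% DMSO final; schedule: 45 min + 60 min at 25 °C; measured by: FP readout, ex 525 nm / em 598 nm; evaluation: % inhibition of FP-Rh probe binding versus controls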
Active calls of the source: *; / = not tested or not shown.

Fields – SIAE primary	ABHD4 inh	rCAG RNA binder	HTRA1 inhibitor	NPR2 activator	LEDGF integ inh	TCR-CD3 inh	PRMT1 FP inh	TDP2 inh	MBD2 inh
> Cn1cccc1/C=C1\SC(=S)N(NC(=O)c2ccccc2O)C1=O
 : -2	2	33	3	0	-2	0	-7	11	0
> CCCCOc1ccc(C(=O)NNC(=O)c2cnccn2)cc1OC
 : -5	11	0	5	-2	4	3	0	3	-7
> COCCN(CCOC)S(=O)(=O)c1ccc(/C(O)=C(\C#N)c2nc3ccccc3[nH]2)cc1
 : -3	3	7	5	-1	-2	3	-6	3	2
> COc1ccc(C(=O)NC(C)c2nnc(SCC(=O)NC3CCCCC3)n2C)cc1 (centres undefined)
 : -2	3	-3	3	-6	1	0	-2	8	-3
> Cc1cccc(C)c1Nc1ncnc2ccccc12
 : -4	-4	-1	-3	3	7	-1	-4	-9	-7
> CCOC(=O)N1CCN(CC(O)COCc2ccc(OC)c(OC)c2)CC1 (centres undefined)
 : 0	2	-3	5	4	1	2	0	7	6
> CC(=O)Nc1ccc(S(=O)(=O)N(C)CC(=O)OCC(=O)Nc2ccc3c(c2)OCO3)cc1
 : 4	9	2	3	0	0	6	0	5	3
> O=C(CN(C(=O)CCC(=O)Nc1ccccn1)c1ccc2c(c1)OCCO2)NCCc1ccccc1
 : 12	3	-3	9	-5	-3	7	-1	14	-3
> C[C@H]1COC(=O)[C@@H](Cc2ccc(F)cc2)C/C=C\C[C@H](CC(=O)NCCO)C(=O)N1
 : -5	5	-6	2	1	2	-3	-3	1	0
> Cc1ccc(-c2noc(CSc3nnc(Cc4cccs4)n3-c3ccccc3)n2)cc1
 : -9	-7	1	-40	-4	-1	4	3	-7	-2
> C/C(=N\Nc1cccc(C(=O)O)c1)c1cc2ccccc2o1
 : 1	32*	20	2	-2	3	-8	8	6	7
> Cc1onc(-c2ccccc2)c1C(=O)OCC(=O)Nc1ccccc1Cl
 : -2	-2	-1	-10	-2	5	2	-7	2	-5
> CCn1c2ccc(C)cc2c2n[nH]c(=S)nc21
 : -2	5	6	3	2	1	-8	6	-8	-8
> Cc1cccnc1C(NC(=O)C1CCN(Cc2ccc(Cl)c(Cl)c2)CC1)c1ccc(Cl)cc1 (centres undefined)
 : -5	-2	4	/	4	0	0	-6	-5	-2
> CC(C)Cn1c(N)c(C(=O)COC(=O)c2ccccc2F)c(=O)n(C)c1=O
 : -3	-13	-9	2	4	1	6	-9	-5	-4
> Cc1cc(C(=O)NNC(C)Cc2ccccc2)no1 (centres undefined)
 : 10	6	0	5	0	5	4	3	-1	2
> Cc1ccccc1NC(=S)N1CCN(c2ccccc2C)CC1
 : -1	7	1	-6	1	-2	0	6	2	0
> CCOC(=O)N1CCC(NC(=O)c2cc(C(=O)Nc3cccc(OC)c3)ccc2CO)CC1
 : -6	6	-6	2	0	-3	-8	1	-1	0
> CCN(CC)c1c2c(nc3ncnn13)CCCC2
 : 0	7	-1	/	-1	-3	/	-3	-2	7
> CC1=CC(C)(C)N(S(=O)(=O)c2ccc(C)cc2)c2ccc(C)cc21
 : 0	-4	-3	-23	-4	0	3	-1	-22	-5
> CCOC(=O)NC(=O)CSc1nc2ccccc2[nH]1
 : 4	2	-1	-14	-1	-1	-7	5	6	5
> CC(Oc1ccccc1)c1ccnc2nc(/N=C/N(C)C)nn12 (centres undefined)
 : 6	-3	-2	-6	2	-2	3	-3	-6	1
> COc1cc(NC(=O)C2=C(C)OCCS2)c(Cl)cc1C(=O)NCCN1CCN(C)CC1
 : -8	-11	-2	-1	12	-1	7	-4	-15	-6
> O=S(=O)(Nc1cccc(-c2ccc(N3CCCCCC3)nn2)c1)c1ccccc1F
 : -4	-26	11	-16	-3	-2	-10	4	7	5
> O=C(Nc1ccccc1)c1cc(S(=O)(=O)Nc2cccnc2)ccc1Cl
 : 5	-1	4	-5	4	-4	-5	5	-5	1
> O=C(COC(=O)C(O)c1ccccc1)NC12CC3CC(CC(C3)C1)C2 (centres undefined)
 : 3	2	-1	-3	-4	-1	4	4	-7	-1
> COc1ccccc1OC(=O)CCc1nc2ccccc2s1
 : 3	1	6	7	2	10	7	22*	-5	-8
> CSc1nc(O)cc(=O)n1-c1ccc(F)cc1
 : -1	9	9	-2	-4	2	4	2	-3	-1
> COCCn1c(N)c(Sc2ccccc2[N+](=O)[O-])c(=O)[nH]c1=O
 : -2	-4	3	-2	-7	2	9	1	14	7
> CCc1nc(CNC(=O)C2CCC(=O)N(CCc3cccc(F)c3)C2)no1 (centres undefined)
 : 4	-3	-5	4	3	1	8	-2	-6	1
> N#Cc1nc(Cc2cccc3ccccc23)oc1N1CCN(c2ccccc2)CC1
 : -4	6	2	6	1	4	7	2	-4	-1
> Cc1cc(C)c2cc(C#N)c(N3CCCN(C(=O)c4cnccn4)CC3)nc2c1
 : -9	0	6	2	3	1	0	0	-3	-3
> O=C(Nc1cccc(S(=O)(=O)N2CCCC2)c1)c1ccc2c(=O)n3c(nc2c1)CCCCC3
 : -15	-3	4	-9	1	2	-5	-1	-10	1
> Cc1cc(OCc2cc(C(=O)N3CCN(CC4CC4)CC3)no2)cc(C)c1Cl
 : -3	10	-3	-17	0	-2	-6	4	-12	-2
> COc1ccccc1C=NNc1nc(C)cc(=O)[nH]1
 : 4	6	-1	-3	-1	0	-11	2	-1	-7
> CCN(CC)C(=O)Cn1ccc(NC(C)=O)nc1=O
 : 10	-1	-3	2	1	1	-3	2	-1	1
> Cc1[nH]c2ccccc2c1/C=N/Nc1nncn1N
 : 9	2	3	-4	-5	74*	0	6	74*	-4
> Cc1cc(C(=O)COC(=O)c2ccc(O)cc2)c(C)n1CC(F)(F)F
 : -5	-4	1	-13	8	-5	-4	2	3	0
> COc1ccc(NC(=O)CCCNS(=O)(=O)c2cccs2)cc1
 : 6	-2	1	4	0	-2	6	1	4	-1
> Cc1ccc(C(=O)NCCn2ccc3ccccc32)cc1[N+](=O)[O-]
 : 0	0	0	-9	-9	-2	-2	-5	5	-1
> CC1(C)CN(CCc2ccccc2)C(=O)[C@H]1CC(=O)Nc1ccc(Br)cc1
 : 3	3	1	1	-3	5	-6	-5	-11	0
> Cc1ccc2c(c1)c(N=O)c(O)n2Cc1ccc(Cl)cc1
 : -44	-24	1	-52	11	-1	-6	3	-7	6
> Cc1ncc([N+](=O)[O-])n1CC(=O)NC1CCCC1
 : -2	5	2	-2	2	-3	5	-1	-7	-5
> CC(OC(=O)c1ccc2ncsc2c1)C(=O)N1CCCC1 (centres undefined)
 : 4	4	-7	/	-6	-3	-2	14	-2	4
> c1ccc(C2Nc3ccccc3-c3nc4ccccc4n32)nc1 (centres undefined)
 : 0	-7	3	-9	11	1	1	4	-10	2
> Cc1cc(C)cc(OCC(=O)OCC(=O)Nc2cc(S(=O)(=O)N3CCOCC3)ccc2Cl)c1
 : -5	1	1	-3	-5	2	-1	-2	-6	0
> Cc1nc(C(F)(F)F)ccc1C(=O)N1CCC(C)(C(=O)O)C1 (centres undefined)
 : -3	9	1	/	2	-1	-10	1	-7	10
> C#CCNC(=O)C[C@H]1C[C@@]2(C(=O)OC)C(=C[C@H](C(C)(C)C)O[C@@H]2C)N(Cc2ccc3c(c2)OCO3)C1=O
 : 6	-4	1	/	-6	-2	4	-1	4	0
> O=C(CN1CCN(S(=O)(=O)c2ccc(F)c(Cl)c2)CC1)N1CCOCC1
 : 6	-8	2	6	3	0	0	2	-5	4
> ClCc1csc(-c2ccccc2Cl)n1
 : -1	3	-1	3	5	-1	5	0	-12	-1

An excerpt from above, reduced to ABHD4 inh and PRMT1 FP inh.
| compound | ABHD4 inh | PRMT1 FP inh |
| --- | --- | --- |
| C/C(=N\Nc1cccc(C(=O)O)c1)c1cc2ccccc2o1 | 32* | 8 |
| Cc1onc(-c2ccccc2)c1C(=O)OCC(=O)Nc1ccccc1Cl | -2 | -7 |

Other compounds.
Fields – SIAE primary	ABHD4 inh	rCAG RNA binder	HTRA1 inhibitor	NPR2 activator	LEDGF integ inh	TCR-CD3 inh	PRMT1 FP inh	TDP2 inh	MBD2 inh
> CCn1nccc1C(=O)Nc1ccc(S(=O)(=O)NC23CC4CC(CC(C4)C2)C3)cc1
 : -26	-22	5	-76	-8	-3	0	1	-9	-2
> Cc1ccccc1OCCCCCCN1CCNCC1
 : 6	1	-1	-4	0	-2	7	-4	5	6
> C/C(C/C(C)=C1/SC(=S)NC1=O)=C1\SC(=S)NC1=O
 : -28	14	66*	-11	3	20*	7	40*	15	18*
> O=C(OCCN1C(=O)c2ccccc2C1=O)[C@@H]1CC(O)CN1S(=O)(=O)c1ccccc1[N+](=O)[O-] (some centres undefined)
 : 1	7	0	1	-3	8	-4	-4	-5	-8
> COc1cc(NC(=O)CCS(=O)(=O)c2ccc3c(c2)n(C)c(=O)c(=O)n3C)cc(OC)c1
 : -9	3	2	1	-1	3	-2	-4	4	2
> O=C(COc1ccc(F)cc1Cl)Nc1ccc(N2CCOCC2)cc1N1CCOCC1
 : -4	4	-3	-6	12	2	5	-2	4	1

An excerpt (hit frequency here may not be typical).
